EBI2 antag – EBI2 receptor antagonists, beta-arrestin recruitment, primary screen, cell-based, luminescence, 7a,25-OHC stimulation, uHTS; inhibition, % at 5 µM; G-protein coupled receptor 183 (Homo sapiens), P32249; 7a,25-OHC stimulated; AID 651636, 2012; 360,000 compounds, 0.81% hits; in the data active means inhibition above about 38%;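 further: enzyme fragment complementation signal reports receptor beta-arrestin coupling in cells; 0% = agonist plus DMSO wells and 100% = wells without agonist; some results beyond the cut were filed as inactive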
Target sequence (P32249 whole entry, looked up, the tested form may be a part): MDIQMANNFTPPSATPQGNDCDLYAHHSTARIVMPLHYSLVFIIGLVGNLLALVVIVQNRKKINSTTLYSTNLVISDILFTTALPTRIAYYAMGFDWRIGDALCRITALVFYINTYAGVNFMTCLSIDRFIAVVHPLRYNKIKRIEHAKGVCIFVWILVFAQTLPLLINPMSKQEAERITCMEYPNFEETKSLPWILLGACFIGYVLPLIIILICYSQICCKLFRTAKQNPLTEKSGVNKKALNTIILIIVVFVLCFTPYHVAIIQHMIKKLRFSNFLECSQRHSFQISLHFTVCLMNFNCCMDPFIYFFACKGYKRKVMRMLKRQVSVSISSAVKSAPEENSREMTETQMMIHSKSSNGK
Gli-Sufu antag – Gli-Sufu pathway antagonists, primary screen, luciferase luminescence, Sufu-KO-LIGHT cells, uHTS | inhibition, % at 5 µM | 340,000 compounds, 0.74% hits | Sufu-KO-LIGHT fibroblasts, Gli luciferase reporter luminescence;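 active means inhibition above about 55%, limit read from the data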;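 further: 0% = DMSO-treated cells and 100% = wells with medium but no cells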
APOBEC3A inh – APOBEC3A ssDNA deaminase inhibitors, primary screen, selectivity assay for APOBEC3G inhibitor project, biochemical, FAM/TAMRA oligo cleavage fluorescence; DNA dC->dU-editing enzyme APOBEC-3A (Homo sapiens), P31941; recombinant A3A, FAM/TAMRA ssDNA deamination fluorescence; inhibition, % at 20 µM; 330,000 compounds, 0.41% hits;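 active means at least 40% inhibition at 20 µM here, with at most 30% in a related deaminase screen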;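 further: plate controls were A3A with DMSO for no effect and wells lacking A3A enzyme for full effect; some results filed as inactive read as strong as hits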
Target sequence (P31941 whole entry, looked up): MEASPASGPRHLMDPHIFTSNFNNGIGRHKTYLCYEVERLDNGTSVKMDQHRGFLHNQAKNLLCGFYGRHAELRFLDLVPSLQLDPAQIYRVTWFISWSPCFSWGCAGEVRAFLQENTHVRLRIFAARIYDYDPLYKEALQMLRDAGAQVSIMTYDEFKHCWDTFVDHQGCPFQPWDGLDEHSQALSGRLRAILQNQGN
APOBEC3G inh – APOBEC3G DNA deaminase inhibitors, primary screen, biochemical, fluorescence, single-stranded DNA substrate, uHTS | DNA dC->dU-editing enzyme APOBEC-3G (Homo sapiens), Q9HC16 | recombinant A3G, ssDNA deamination FAM/TAMRA fluorescence | inhibition, % at 20 µM | 330,000 compounds, 0.28% hits | AID 493012, 2011;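 active means inhibition of at least 40% at 20 µM, with no more than 30% in the related APOBEC3A deaminase screen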;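 further: plate controls were DMSO wells with A3G for no effect and wells lacking A3G enzyme for full effect; some compounds called inactive have numbers as strong as hits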
GRIN3A LBD mod – binders of NR3A ligand-binding domain, primary screen, biophysical, differential scanning fluorimetry, uHTS. Glutamate receptor ionotropic, NMDA 3A (GRIN3A) ligand-binding domain. NR3A LBD differential scanning fluorimetry, Tm shift; 0% = protein alone, 100% = glycine-bound protein. Tm shift relative to glycine control, % at 25 µM. 340,000 compounds, 2.5% hits;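 active means melting temperature shift of at least 10% of the positive control shift, at one fixed dose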
CXCR6 inh – CXCR6 receptor inhibitors, primary screen, cell-based, beta-arrestin, luminescence, CHO-K1 PathHunter, 1536-well; C-X-C chemokine receptor type 6 (Homo sapiens), O00574; inhibition, % at 20 µM; 360,000 compounds, 0.36% hits; AID 602244, 2012; in the data active means inhibition above about 34%, passing the limit was not always enough;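 further: antagonist mode with CXCL16 agonist at 10 nM final; 0% = 10 nM CXCL16 with DMSO and 100% = unstimulated wells without agonist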
Target sequence (O00574 whole entry, looked up): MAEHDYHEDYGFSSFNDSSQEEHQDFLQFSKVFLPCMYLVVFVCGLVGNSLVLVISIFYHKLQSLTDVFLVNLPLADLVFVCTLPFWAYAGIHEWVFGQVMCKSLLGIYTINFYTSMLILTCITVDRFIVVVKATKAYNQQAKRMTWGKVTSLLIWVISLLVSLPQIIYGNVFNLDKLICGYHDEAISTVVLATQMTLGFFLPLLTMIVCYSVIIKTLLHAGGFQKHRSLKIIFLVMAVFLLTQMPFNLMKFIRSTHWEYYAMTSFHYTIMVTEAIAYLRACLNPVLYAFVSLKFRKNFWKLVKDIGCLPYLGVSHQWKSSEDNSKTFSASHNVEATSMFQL
MPTP inh – mitochondrial permeability transition pore inhibitors, primary screen, biochemical, isolated mouse mitochondria, absorbance. inhibition, % at 10 µM. Ca2+ swelling absorbance, 30 min. 360,000 compounds, 1.4% hits;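 active means inhibition of 50% or more, scaled per plate between neutral and stimulator controls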;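 further: 0% = DMSO wells given calcium and 100% = 1 mM EGTA wells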
CCR6 antag – CCR6 receptor antagonists, primary screen, cell-based, CHO-K1, luminescence, beta-arrestin, uHTS. CHO-K1 CCR6 PathHunter beta-arrestin, CCL20-stimulated. inhibition, % at 20 µM. 340,000 compounds, 0.49% hits. C-C chemokine receptor type 6 (Homo sapiens), P51684;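 active means compounds whose inhibition of the agonist-driven luminescence signal at 20 µM reaches about 50%, limit read from the data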;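 further: cells stimulated with CCL20 at 14 nM final; plate controls were DMSO with CCL20 for no effect and DMSO without agonist for full effect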
* = called active by the depositor; . = not tested or not shown.

Every second line gives: EBI2 antag	Gli-Sufu antag	APOBEC3A inh	APOBEC3G inh	GRIN3A LBD mod	CXCR6 inh	MPTP inh	CCR6 antag
Cc1ccc2nc(SCC(=O)Nc3nonc3N)[nH]c2c1
→ -4	0	3	-3	0	-12	0.5	-7
C/C(=N\NC(=O)C(O)c1ccccc1)c1ccc(C)s1 (centres undefined)
→ -10	-8	-1	0	1	8	0.0	5
O=C(COC(=O)c1ccc[n+]([O-])c1)Nc1ccc([N+](=O)[O-])cc1Cl
→ -11	-8	0	-5	-1	2	0.6	2
CNC(=O)c1[nH]cnc1C(=O)N[C@@H](C)C(=O)OC(C)(C)C
→ -8	0	-5	-9	3	16	-0.7	-5
O=C(N/N=C/c1ccc([N+](=O)[O-])o1)c1cc2c(ccc3ccccc32)o1
→ 2	10	.	.	-10	-7	-0.9	20
Cc1ccc(-c2nnn(CCC(=O)Nc3ccc4c(c3)OCO4)n2)cc1
→ 10	6	-2	-4	2	-9	1.1	9
CCOC(=O)NC1(C(F)(F)F)C(=O)NC(C)=C1C(=O)OC (centres undefined)
→ -12	-3	4	-1	2	4	0.5	9
O=C(Nc1cccc([N+](=O)[O-])c1)c1ccc2ccccc2c1O
→ -11	-35	19	6	26*	-5	17	13
Cc1ccc(Nc2nnc(SC3CCOC3=O)s2)c(C)c1 (centres undefined)
→ -8	-1	-2	-7	4	8	-0.4	-1
CC1Cc2ccccc2N1C(=O)c1cc2sccc2n1Cc1ccccc1 (centres undefined)
→ 27	-4	0	1	1	3	-1.1	22
CCN(CC)S(=O)(=O)c1cc(C(=O)Nc2cccnc2)ccc1Cl
→ -6	-3	0	-3	-5	-4	1.0	-6
COc1cc(OC)c(C(=O)OCCCOC(=O)c2cc(OC)c(OC)cc2OC)cc1OC
→ 6	5	5	-1	1	-4	-1.5	-4
CCOc1ccccc1NC(=O)c1nnn(-c2ccc3c(c2)OCCO3)c1N
→ 11	19	-1	-12	-13	-9	-0.9	25
N#C/C(=C/c1ccc(N2CCCCCC2)o1)c1cccc(F)c1
→ 11	-19	-2	10	-4	26	-1.2	35
O=C(CN1CCCCCC1)Nc1ccccc1Cl
→ 1	-3	0	-8	3	6	-0.6	22
CO/N=C(\Cn1ncc(N2CCCC2)c(Cl)c1=O)c1ccc(Cl)cc1
→ -2	-2	3	0	0	4	-0.2	29
Cc1ccc(Oc2ncccc2NC(=O)CC2(CC(=O)O)CCCC2)c2c1CCC2
→ -2	4	-3	-9	0	-3	3.3	-5
O=C(NCC1CCCO1)c1cc(C(=O)c2ccc(Cl)cc2Cl)c[nH]1 (centres undefined)
→ -8	-9	3	-3	-1	-9	0.5	0
COc1ccc(-n2cc(-c3ccc(Br)cc3)[nH]c2=S)cc1
→ 79*	-6	-2	-2	0	1	2.3	-7
CC[C@]1(C(=O)OC)[C@H]2C(=O)N(C)C(=O)[C@H]2[C@H]2CN=C(SCc3ccc(Cl)cc3)N21
→ 3	-3	9	4	-1	1	-0.1	15
CC(=O)Nc1cccc(/C(C)=N/NC(=O)c2cccs2)c1
→ -3	1	-5	-4	-2	-13	0.8	8
Cc1cccc(NC(=O)c2c(O)c3ccccc3n(C)c2=O)c1
→ -6	-30	-5	-4	1	-16	4.3	13
CC(C)=NNc1nc2c(c(=O)n(C)c(=O)n2C)n1C
→ -5	5	-1	-3	0	-1	3.6	4
O=C(NCCCN1CCCC1=O)c1ccc(NS(=O)(=O)c2ccc(F)cc2)cc1
→ -4	-3	-3	-5	1	-3	-0.2	8
COc1cc2c(cc1OC)C(C)N(C(=O)c1cccs1)CC2 (centres undefined)
→ 8	-2	-3	0	-1	2	-0.8	-9
C=CCON1C(=O)C(=O)N(OCC=C)[C@H]2CCCC[C@H]21
→ -8	0	-2	-4	0	-3	0.6	9
CCOC(=O)c1cn2nc(N3CCCC3)ccc2n1
→ 1	3	-2	-5	-1	2	1.6	-12
O=C1C2=C(SCCS2)C(=O)N1CCCO
→ -8	3	-1	-9	0	2	-3.6	-8
COCCCNC(=O)C(=O)NCCCOC(C)C
→ -9	6	-4	-5	3	2	0.5	9
C[C@H](NC(=O)c1ccccc1F)C(=O)N1CCC2(CC1)NCCc1[nH]cnc12
→ -10	-7	-3	-6	-1	-5	-3.7	-6
CCN(CC)S(=O)(=O)c1ccc2c(c1)c(=O)c(C(=O)NCc1cccs1)cn2C
→ -6	17	.	.	-9	-4	2.6	10
COc1ccc(C(=O)NC(C)C2CC3CCC2C3)cc1 (centres undefined)
→ 2	-1	-2	-4	0	2	0.1	13
CC(=O)Nc1ccc(S(=O)(=O)NCc2cc(=O)n(C)c(=O)n2C)cc1
→ -1	-1	-4	-6	2	0	0.2	10
Cc1cccc(NC(=O)C2CCN(C(=O)NCc3ccccc3)CC2)c1C
→ 12	25	-1	-4	0	3	-1.3	11
CCc1cccc(OCC(=O)Nc2ccc(S(=O)(=O)Nc3ccccn3)cc2)c1
→ -12	-5	-4	-8	-5	0	-1.1	6
Cc1ccc(OS(=O)(=O)c2ccc(N3C(=O)CCC3=O)cc2)cc1
→ 1	4	-2	-5	-1	-5	0.4	11
O=S1(=O)CC(O)C(Nc2ccc(Cl)cc2)C1 (centres undefined)
→ 2	0	0	-2	-3	4	0.1	-9
CCCCN(C(=O)C1CCCC1)C1CCS(=O)(=O)C1 (centres undefined)
→ 1	-2	-2	-7	1	1	-0.5	2
Cc1ccc(-c2csc(NC(=O)c3ccc([N+](=O)[O-])o3)n2)cc1
→ 2	2	4	11	6	12	3.7	36
COc1cccc(NC(=O)CN(C)CC(=O)Nc2ccc(C)cc2Cl)c1
→ 2	1	3	-1	0	4	0.0	12
Cc1ccc(C(=O)Nc2ncccc2C)cc1S(=O)(=O)N1CCOCC1
→ -5	6	-3	-5	-3	8	-2.1	-11
CC1CCC(NC(=O)CSc2nncn2C)CC1 (centres undefined)
→ -5	3	4	-5	-2	5	-0.2	9
O=C1C2C3C=CC(C4CC34)C2C(=O)N1c1cccc2ccccc12 (centres undefined)
→ 3	30	-3	-3	5	-10	2.5	-3
COC(C(=O)Nc1ccnn1C1CCN(C(=O)c2ccc(C=O)cc2)CC1)c1ccccc1 (centres undefined)
→ -2	-11	-3	-3	-1	-1	1.1	10
Cc1ccc(-c2cc(C(=O)Nc3ccc(S(=O)(=O)Nc4nccs4)cc3)c3ccccc3n2)c(C)c1
→ 16	10	-1	-3	15*	5	2.3	26
Cc1oc2ccc(O)cc2c1C(=O)OC(C)C
→ -6	-3	0	-7	1	-2	1.6	2
COc1ccccc1C(CNC(=O)c1ccc(S(=O)(=O)N2CCCCC2)cc1)N(C)C (centres undefined)
→ -1	5	-4	-6	0	-6	-0.2	6
Cc1ccc(-c2csc3ncnc(-n4nc(C)cc4N)c23)cc1
→ 5	1	-2	-4	-1	-3	-0.8	-23
CSc1cccc(NC(=O)C2CCCN(S(=O)(=O)c3cccs3)C2)c1 (centres undefined)
→ -1	-11	4	-2	-16	6	-0.9	22
CN(C)CCn1c(C(=O)Nc2ccccc2)cc2ccccc21
→ 11	-2	-4	-5	-1	2	0.3	11

Further records:
Every second line gives: EBI2 antag	Gli-Sufu antag	APOBEC3A inh	APOBEC3G inh	GRIN3A LBD mod	CXCR6 inh	MPTP inh	CCR6 antag
COCCn1nnnc1CN(CCCN1CCOCC1)Cc1cc2c(C)ccc(C)c2[nH]c1=O
→ -8	-17	.	.	-1	-1	-1.0	2
COc1ccc(C(C[N+](=O)[O-])c2c(C)[nH]c3ccccc23)cc1OC (centres undefined)
→ 15	3	-4	-10	-1	4	0.7	4
O=C(NCCS(=O)(=O)N1CCCCCC1)c1ccccc1
→ 6	-8	-2	-5	0	6	-0.4	-1
Cc1ccc(NC(=O)CN2CCN(C)CC2)cc1S(=O)(=O)N1CCOCC1
→ 2	-2	-1	-12	1	-2	-0.1	-16
Cc1cc2cc(CN(CC3CCCO3)C(=S)NCc3ccco3)c(=O)[nH]c2cc1C (centres undefined)
→ 3	-4	-6	4	13*	-6	1.7	12
CCOC(=O)N1CCC(NC(=O)Cc2cn(C)c3ccccc23)CC1
→ 5	-18	1	3	-8	-11	2.4	-7
COc1ccc(Nc2cc(Nc3cccc(OC)c3)ncn2)cc1
→ 10	-50	-7	3	27*	-10	0.2	7
CS(=O)(=O)N(CC(=O)Nc1ccccc1C(=O)N1CCOCC1)c1cccc(F)c1
→ 8	-6	1	-3	6	-3	-1.2	2
COC(=O)/C=C1\NCCNC1=O
→ -17	4	-6	-6	-1	8	2.0	0
CCCN1C(=O)/C(=C/c2ccc(C)o2)SC1=Nc1ccc(OC)cc1
→ 10	3	-1	0	3	2	64*	30
Cc1cc(C)n(-c2nc3c(c(=O)[nH]c(=O)n3C)n2Cc2cccc(Br)c2)n1
→ 4	-4	2	-1	-4	-2	0.4	-7
Cc1ccc(S(=O)(=O)N2CCCC2)cc1[N+](=O)[O-]
→ -20	4	-3	-6	2	-2	2.7	-5
CCc1n[nH]c2c1/C(=N/O)CCC2
→ 8	-20	-1	-6	0	1	2.0	-10
NC(=O)C1CCN(C(=O)CNC(=O)c2ccc(F)cc2)CC1
→ -7	5	-3	6	-1	7	-1.1	-2
CCCOc1ccc2ccccc2c1/C=N/n1c(C)nnc1-n1nc(C)cc1C
→ 2	8	2	-8	1	8	-3.5	16
COc1cc(/C=C2/NC(=O)NC2=O)cc(Br)c1OCc1ccccc1
→ 7	-11	1	2	-4	6	0.9	16
O=C(NC1CCCCC1)c1cccnc1Sc1ccccc1
→ -7	-7	-2	-5	-4	6	0.9	3
O=C(C1=NNC2C(=O)N(c3ccccc3)C(=O)C12)c1nc(Cl)ccc1Cl (centres undefined)
→ -6	0	-1	-7	0	-1	-0.3	-14
COc1ccc(C=O)c2[nH]c3c(Cl)ncnc3c12
→ 5	3	2	1	1	3	0.3	7
Cn1c(=O)c2c(ncn2CC(=O)N2CCc3ccccc3C2)n(C)c1=O
→ -8	15	2	-3	-2	0	0.3	1

The last 2 compounds of the section before are carried over, then new ones follow.
Every second line gives: EBI2 antag	Gli-Sufu antag	APOBEC3A inh	APOBEC3G inh	GRIN3A LBD mod	CXCR6 inh	MPTP inh	CCR6 antag
COc1ccc(C=O)c2[nH]c3c(Cl)ncnc3c12
→ 5	3	2	1	1	3	0.3	7
Cn1c(=O)c2c(ncn2CC(=O)N2CCc3ccccc3C2)n(C)c1=O
→ -8	15	2	-3	-2	0	0.3	1
COc1ccc(C(CC(=O)N2CCCC2)c2c(OC)cc(OC)c3ccc(=O)oc23)cc1 (centres undefined)
→ -1	23	7	-3	0	2	-0.4	10
C(=N\c1nc2ccccc2[nH]1)/c1cccs1
→ -8	4	5	3	1	-5	-2.3	-12
COc1ccc(CC(=O)NCc2cccc(CNC(=O)Cc3ccc(OC)c(OC)c3)c2)cc1OC
→ -3	-4	-4	-1	6	0	-0.4	5
Cc1ccc(CNc2ncnc(N)c2[N+](=O)[O-])cc1
→ 1	-24	4	-2	0	0	0.7	-1
COc1ccccc1CCNC(=O)Cn1ccc2cc(S(=O)(=O)N3CCC(C)CC3)ccc21
→ 11	20	-1	0	-4	-2	-0.2	7
S=C(NCc1ccco1)Nc1cccc(Cl)c1
→ -5	-4	3	1	-4	-6	60*	13
Cc1[nH]c2ccc(F)cc2c1CCN(Cc1cccnc1)C(=S)Nc1ccccc1
→ 9	16	-4	-4	-4	-3	0.1	3
O=S1(=O)CC(O)C(NCc2ccco2)C1 (centres undefined)
→ -5	5	0	12	-1	-10	-0.9	-9
